b-catenin transl: modulators of beta-catenin nuclear translocation; HeLa beta-catenin nuclear translocation, immunofluorescence imaging; nuclear translocation activity, % at 5 µM; 190,000 tested, 0.3% active; AID 1665;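 active = nuclear translocation activity above 50% at 5 µM, with a well cell count of 50 or more; inconclusive = wells under 50 cells across six images, flagged as toxic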;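 also: per-cell ratio of nuclear to cytoplasmic median beta-catenin stain intensity; plate controls were DMSO negative control for no effect and GSK-3 inhibitor IX positive control for full effect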
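test system = HeLa cells, endogenous beta-catenin | dosing = single 5 µM dose plus 0.02–20 µM confirmation series | times = compound treatment 24 h, 37°C, 5% CO2 | technique = beta-catenin immunofluorescence imaging with DAPI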
TNAP activators: human TNAP enzyme activators, primary screen, biochemical, luminescent, no phosphate acceptor, uHTS (AID 1001); activation fold at 20 µM; hits with a dose series show EC50 in µM; 200,000 tested, 0.03% active; purified TNAP, luminescent activation assay, no phosphate acceptor; higher activation fold means a stronger effect; in the data active = activation fold from about 3, or a potency from the dose series; inactive = the rest, 99 in 100 with activation fold below about 1.6; also: many of its hits are not listed in these tables
MT stabilize HCS: microtubule stabilizers in HeLa cells; 200,000 tested, 0.83% active; HeLa tubulin immunostaining HCS, 24 h; share of cells brighter than vehicle mean+2SD; % tubulin-high responders, % at 10 µM;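 active = plate Z-score above 3 for both tubulin-high and condensed-nucleus cell shares, with cell loss under 80%, at 10 µM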;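 also: anti alpha tubulin signal scored within the nucleus-defined area of each cell; some results filed as inactive read as strong as hits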
Myeloid diff 2: myeloid differentiation induction; ER-HoxA9 myeloid progenitors, lysozyme-GFP differentiation, flow cytometry; calls only at 10 µM; 360,000 tested, 1% active; AID 624256;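 active = normalized GFP-positive differentiation at or above the plate's own cutoff, the solvent-only control mean plus 3 SD; inconclusive = no clear call, values can overlap the other calls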;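 also: cells exposed to compound for four days before flow analysis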
PMI inhibitors: MPI enzyme activity inhibition – biochemical, fluorescence intensity, coupled assay, primary screen (AID 1209); purified PMI enzyme, coupled fluorescence intensity; higher % means a stronger effect; inhibition, % at 20 µM; hits with a dose series show IC50 in µM; 190,000 tested, 0.42% active; in the data active = inhibition above about 50%;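 also: plate controls were DMSO vehicle for no effect and wells lacking substrate for full effect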
Dynein transport: blocks dynein driven cargo transport along microtubules; AID 1381; 220,000 tested, 0.47% active; 3617.4 mouse cells, GR-EGFP nuclear translocation imaging; test concentration mostly 20 µM; stimulated with dexamethasone, 1 µM; stronger effect = lower value; z-score, hits read low;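 active = plate z-score of nuclear minus cytoplasmic receptor signal below a set negative limit, without overly bright fluorescence or cell loss, cut at about -3.5 in these data, passing the limit was not always enough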;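 also: z-score of nuclear minus cytoplasmic ring GR-EGFP intensity difference per well; some compounds called inactive have numbers as strong as hits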
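medium = tetracycline-free induction medium containing charcoal-stripped FBS | probe or stimulus = dexamethasone, 1.0 µM final | timing = 48 h induction, then 1 h compound, then 30 min agonist, 37 °C | detection = automated 10x imaging of fixed Hoechst-stained cells | read-out basis = nuclear versus cytoplasmic GR-EGFP signal, averaged per well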
Hep lipid drop: modulators of hepatic lipid droplet formation; AML12 mouse hepatocytes, oleate lipid droplets, BODIPY imaging; inhibition, % at 6.5 µM; 240,000 tested, 0.4% active;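 active = lipid droplet intensity inhibited by at least 50%, with more than 500 cells counted; inconclusive = wells with under 300 cells, treated as cytotoxic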
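Material: mouse AML12 hepatocyte cell line, fixed after treatment; Timing: compound with oleate, overnight; Technique: high-content imaging of BODIPY-stained droplets and DAPI nuclei; Probe or stimulus: oleate, 100 µM final; Dosing: compound at 6.5 µM only.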
T cell modulator: modulates CD8 T cell binding to vesicles | 2C CD8+ T cell-vesicle binding, flow cytometry; stronger effect = lower value | calls only at 7 µM | 330,000 tested, 0.068% active;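 active = response, share of CD8 T cells binding vesicles, and their 90th percentile fluorescence all below set limits, cut at about 80% in these data, passing the limit was not always enough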
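Test system: purified 2C TCR transgenic mouse naive CD8+ T cells. Probe or stimulus: QL9-peptide-loaded Drosophila micro-vesicles bearing Ld, ICAM-1 and B7-1. Incubation: binding step 1.5 h, 37 °C, antibody labelling 20 min, ice. Measured by: flow cytometry of vesicle-bound cells.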
Ins promoter up: MIN6 insulin promoter up-regulation; MIN6 insulin promoter-GFP reporter, high-content imaging; stronger effect = higher value; z-score at 5 µM; 190,000 tested, 0.3% active; AID 1625;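 active = z-score above 3 at 5 µM with at least 500 cells counted in the well; inconclusive = wells under 500 cells, flagged as cytotoxic or low count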
Dynein transport cytoplasmic EGFP: further read-out of Dynein transport, marked with its call; z-score; measured here: cytoplasmic GR-EGFP intensity; stronger effect = higher value
Dynein transport nuclear GR-EGFP: recorded beside Dynein transport, whose call it bears; z-score; measured here: nuclear GR-EGFP intensity;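 lower value marks the stronger effect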
Dynein transport cell count: further read-out of Dynein transport, marked with its call; z-score; measured here: cell count per field
Ins promoter up cell count: recorded beside Ins promoter up, whose call it bears; cell count; measured here: cytotoxicity, nuclei count;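 total cells summed across four imaged fields per well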
Hep lipid drop cells 6.5 µM: also measured in Hep lipid drop; calls as there; cell count; measured here: cell count, cytotoxicity flag;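 cells counted across two imaged fields per well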
b-catenin transl cell count 5 µM: also measured in b-catenin transl; calls as there; cell count; measured here: cell count, cytotoxicity flag
T cell modulator vesicle-bound %: further read-out of T cell modulator, marked with its call; double positive events, %; measured here: CD8+ vesicle-bound cell fraction;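 binding gate set so that unloaded-vesicle control wells show 10% double positive cells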
MT stabilize HCS Hoechst-high %: also measured in MT stabilize HCS; calls as there; % Hoechst-high responders; measured here: nuclear condensation Hoechst responders;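 share of cells brighter than vehicle mean plus two SD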
MT stabilize HCS cytotoxicity %: also measured in MT stabilize HCS; calls as there; toxicity, %; measured here: cytotoxicity by cell density;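 0% = mean cell density of plate MIN control wells and 100% = no cells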
Myeloid diff 2 GFP+ MAC1+ %: recorded beside Myeloid diff 2, whose call it bears; GFP+ MAC1+ double positive, %; measured here: differentiation confirmed by MAC1 staining
* marks the source's active call; other numbers are inactive results; i = inactive; ? = inconclusive; . = not tested or not shown.

SMILES | b-catenin transl | b-catenin transl cell count 5 µM | TNAP activators | MT stabilize HCS | MT stabilize HCS Hoechst-high % | MT stabilize HCS cytotoxicity % | Myeloid diff 2 | Myeloid diff 2 GFP+ MAC1+ % | PMI inhibitors | Dynein transport | Dynein transport cytoplasmic EGFP | Dynein transport nuclear GR-EGFP | Dynein transport cell count | Hep lipid drop | Hep lipid drop cells 6.5 µM | T cell modulator | T cell modulator vesicle-bound % | Ins promoter up | Ins promoter up cell count
CCN(CCn1cccn1)C(=O)CCc1nnc(-c2ccccc2)o1 | -2.3 | 881 | 1.1 | 3.4 | 2.0 | 5.5 | i | 0.3 | 18% | -0.94 | -0.29 | -0.65 | 1.2 | -2 | 663 | i | 56 | 0.16 | 1375
CN(C(=O)CSc1nc2c(c(=O)[nH]1)CCCC2)C1CCCCC1 | . | . | 1.1 | 2.3 | 1.4 | 4.2 | i | 0.7 | 8% | -0.077 | 0.066 | -0.032 | 0.12 | 1 | 709 | i | 29 | 0.23 | 1383
CCN(CC(=O)NCc1ccc(Cl)cc1)C(=O)/C=C/c1ccco1 | -0.7 | 1089 | 1 | 7.4 | 0.9 | 8.7 | i | 0.3 | 20% | 0.49 | -0.32 | -0.054 | 0.41 | -7 | 712 | i | 36 | 1.7 | 1040
CN1CC(=O)N2[C@H](c3ccc4c(c3)OCO4)c3[nH]c4ccccc4c3C[C@@H]2C1=O | -5.7 | 880 | 1.1 | . | . | . | i | 3.7 | -2% | . | . | . | . | -2 | 749 | i | 23 | -2.9 | 1073
ON1C2CCCCC2N(O)C1c1c(F)c(F)c(F)c(F)c1F (stereo not drawn) | -0.7 | 1087 | 1 | 2.4 | 1.0 | 0.6 | i | 0.6 | -6% | -0.78 | -0.16 | -1 | -0.35 | -2 | 671 | i | 28 | . | .
Cc1ccccc1NC(=O)C1C2CCCC1C2c1ccccc1 (stereo not drawn) | -0.8 | 1296 | 0.9 | 2.4 | 2.5 | 6.8 | i | 1.1 | -5% | 1.2 | -0.22 | 0.046 | 0.48 | . | . | i | 24 | 1.6 | 1388
Cc1csc(NC(=O)CSc2nnc(-c3ccccn3)n2-c2ccc(C)c(C)c2)n1 | -2.7 | 949 | 1.1 | 3.7 | 2.2 | 12 | i | 0.8 | -2% | 0.28 | -0.23 | 0.3 | -0.092 | . | . | i | 18 | -1.4 | 970
O=C1CSC(c2ccccc2[N+](=O)[O-])N1c1ccccc1 (stereo not drawn) | -3.6 | 1114 | 1 | 2.0 | 1.3 | 5.6 | i | 0.0 | 4% | -0.081 | 0.02 | 0.12 | 0.085 | -17 | 585 | i | 43 | -0.2 | 1284
COc1ccc(-n2cccc2/C=C2/NC(=O)N(c3cccc(Cl)c3)C2=O)cc1 | -0.8 | 928 | 1.1 | 2.5 | 2.2 | 1.5 | i | 0.0 | -2% | 0.44 | -0.15 | 0.39 | 0.6 | 0 | 632 | i | 51 | . | .
CCCc1ccc(C(=O)NNC(=O)c2ccc(Cl)cc2)cc1 | 7.1 | 1462 | 1 | 1.8 | 2.1 | 4.0 | i | 7.4 | -12% | -0.56 | -0.15 | -0.16 | 0.026 | . | . | i | 24 | -0.39 | 1516
Brc1c(-c2ccccc2)nc2n1Cc1ccccc1-2 | 0.5 | 1375 | . | . | . | . | i | 0.3 | . | 0.12 | -0.22 | 0.64 | -0.095 | 17 | 676 | i | 43 | 0.13 | 1040
CCCCC(O)(CCCC)C(=O)NN(C(=O)CCl)c1ccccc1 | -0.5 | 1046 | 1 | 4.5 | 1.3 | 1.8 | i | 3.2 | 0% | 1.5 | 0.15 | 1.2 | -1.6 | -21 | 664 | i | 39 | . | .
CC1CC(C)CN(CC(=O)NCCc2ccc(S(N)(=O)=O)cc2)C1 (stereo not drawn) | -2.1 | 1150 | 1.1 | 2.2 | 1.8 | 6.1 | i | 0.8 | -11% | -0.19 | 0.41 | 0.36 | 0.18 | -15 | 676 | i | 8 | -0.16 | 1347
COc1ccc(-c2noc(-c3ccco3)n2)cc1OC | -0.4 | 1220 | 1 | 1.4 | 1.1 | 2.0 | i | 0.5 | 5% | -0.35 | -0.24 | -0.23 | -1.2 | 5 | 788 | i | 40 | 0.39 | 1244
CC(=O)Nc1ccc(NC(=O)c2ccc(Cn3cc(Cl)cn3)cc2)cc1 | -1.5 | 1067 | 1 | 2.0 | 3.4 | 9.9 | i | 0.2 | 17% | -0.45 | -0.23 | -0.33 | 0.39 | 30 | 683 | i | 62 | -0.33 | 1528
Cc1ccc(C2=NN(C(=O)CCC(=O)O)C(c3cccs3)C2)cc1 (stereo not drawn) | -1.3 | 1403 | . | . | . | . | i | 0.6 | . | 0.84 | -0.27 | -0.0098 | -0.48 | 2 | 783 | i | 51 | -0.29 | 1114
COc1ccc(-n2ncc3c(NCCN4CCOCC4)ncnc32)cc1 | -2.0 | 1147 | 1.1 | 2.8 | 2.1 | 1.2 | i | 0.2 | 11% | 1.7 | -0.25 | 0.69 | 0.0063 | 12 | 781 | i | 15 | 0.39 | 1037
Cc1ccccc1NC(=O)COc1ccc(Br)cc1C | 0.3 | 909 | 1.2 | 5.2 | 6.0 | 4.9 | i | 0.8 | 1% | -0.21 | -0.29 | -0.52 | 0.59 | 16 | 655 | i | 42 | 0.01 | 1389
Cc1ccc(NCC(=O)N/N=C\c2cccc(O)c2)cc1 | 1.2 | 1495 | 1 | 3.1 | 1.9 | 8.6 | i | 0.5 | 4% | 1.1 | -0.3 | 0.57 | -1.5 | -7 | 712 | i | 57 | -0.15 | 1438
Cc1cc(C(C)(C)C)oc1C(=O)OCC(=O)NC1CCCCC1 | -2.6 | 1063 | 1.1 | 1.6 | 2.3 | 3.0 | i | 0.4 | -6% | -0.47 | -0.11 | -0.45 | -1.5 | 3 | 659 | i | 30 | . | .
CCOC(=O)c1ccccc1NC(=O)c1cccs1 | 0.0 | 1148 | 1.1 | 5.1 | 3.4 | 5.9 | i | 0.7 | 6% | -0.71 | -0.33 | -0.19 | -0.065 | . | . | i | 28 | 0.96 | 1298
NC(=O)c1ccccc1N/C=C/C(=O)c1ccccc1 | -0.3 | 1077 | 1 | 3.1 | 2.6 | 12 | i | 0.8 | 3% | -0.48 | 0.071 | -0.16 | 0.72 | -1 | 751 | i | 54 | 0.92 | 1277
CCc1ccccc1S(=O)(=O)Cc1ccc(C(=O)NCc2cccs2)o1 | -4.2 | 1095 | 1.1 | 2.2 | 1.5 | 8.5 | i | 0.7 | 6% | -0.64 | -0.12 | -0.44 | 0.28 | -6 | 680 | i | 48 | 0.41 | 1627
O=C(Cc1cccs1)Nc1nnc(COc2ccccc2)s1 | . | . | . | 2.9 | 2.1 | 7.5 | i | 1.8 | . | 0.72 | -0.19 | 0.078 | 0.58 | . | . | i | 38 | . | .
COc1ccc(CNC(=S)N/N=C/c2ccc(O)c(OC)c2)cc1 | -2.3 | 532 | 1.1 | 2.3 | 3.2 | 6.9 | i | 1.6 | -1% | -0.75 | -0.28 | -0.74 | 0.79 | 3 | 644 | i | 20 | ? | .
CC(/C=N/NC(=O)c1cc(-c2ccncc2)nc2ccccc12)=C\c1ccco1 | 49 | 372 | 1 | 16* | 47* | 35* | ? | . | 16% | -0.16 | 0.14 | 0.18 | -0.024 | ? | . | i | 32 | . | .
O=C(N/N=C/C=C\c1ccccc1[N+](=O)[O-])c1cc(-c2ccc3ccccc3c2)n[nH]1 | -2.6 | 1177 | 1.4 | 9.1 | 9.3 | 11 | i | 0.8 | 5% | -0.029 | -0.25 | 0.41 | -0.36 | 10 | 698 | . | . | -0.62 | 1501
COc1ccc(CCNC(=O)COc2ccc(S(=O)(=O)N3CCOCC3)cc2)cc1 | -1.0 | 1126 | 1.1 | 3.7 | 1.4 | 3.6 | i | 1.0 | 8% | -0.15 | 1.4 | 0.26 | -0.3 | 12 | 714 | i | 11 | 0.18 | 1818
S=c1nc(-c2ccccc2)c(-c2ccccc2)n[nH]1 | -0.7 | 1342 | . | . | . | . | i | 0.2 | . | -1.3 | -0.27 | -0.68 | 1.2 | 1 | 726 | i | 25 | -0.16 | 1449

Compound activity (PubChem)
